# D3 ag = D3 dopamine receptor (human) agonism | max activation, % | AID 652048 | P35462 | D3R DiscoveRx beta-arrestin cells, luminescence, 90 min | 0.58% of 410,000 active; in the data active = max activation above about 30%; also: 0% is about no effect; mostly tested at two doses, the higher about 12 µM
#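 Agonist-mode cell screen: cells plated at 1500/well and incubated overnight at 37 °C, then exposed to library compounds for 90 min at 37 °C. Detection reagent was added for 30–60 min at room temperature, and luminescence was read.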
# PLK1 PBD inh = PLK1 (human) polo-box domain binding inhibition; Potency, µM, for inactives: max response, negative = inhibition, most hits filed as inhibitors; AID 720504; 2.8% of 360,000 active; P53350; Plk1 PBD binding of FITC phosphopeptide, fluorescence polarization; also: potency is read from the fitted curve at half-maximal effect; series mostly up to about 57 µM; % is scaled to controls: 0 for no effect and ±100 for the full control effect; nearly all actives have a fitted effect of over 65% in size
# PI5P4Ka inh = blocks human PI5P4K alpha kinase activity | P48426 | PI5P4Kalpha enzyme, ADP-Glo luminescence, 60 min; hits give low values | max response, % | 1.2% of 330,000 active | AID 652105; active = max response of -50% or lower; inconclusive = between -30% and -50%; inactive = -30% or higher; also: value at the top dose of about 77 µM; % is scaled to controls: 0 for no effect and ±100 for the full control effect
#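 Quantitative HTS of the MLSMR library against PI5P4Kalpha with substrate. ATP added last at 5 microM final; room temperature, 60 minutes. Remaining ATP depleted, ADP converted and read as luminescence.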
# GLP1R inv ag = GLP-1 receptor (human) inverse agonism | HEK293 GLP-1R CRE-luciferase, luminescence, 24 h; GLP-1R form is constitutively active | 1.6% of 410,000 active | P43220 | Potency, µM (highest dose often 38.3 µM), for inactives: top-dose activity change, negative = inhibition, actives largely listed as inhibitors; also: potency is read from the fitted curve at half-maximal effect; % is scaled to controls: 0 for no effect and ±100 for the full control effect; nearly all actives have a fitted effect of over 55% in size
#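 Readout was luciferase luminescence, measured 12 min after detection reagent at room temperature. Beforehand, GLP-1R reporter HEK293 cells had sat 12 h, then received compounds for 24 hr at 37 deg C.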
# IL2 activator = IL-2 activation. IL-2 activation reporter assay, cell-based qHTS; stimulated with anti-CD3/CD4/CD28 beads; in transgenic mouse T cells. activation, % (series mostly up to about 46 µM). 0.065% of 360,000 active; in the data active = activation above about 50%; inconclusive = mostly about 30% to 49%; also: 0% is about no effect
#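 Readout: EGFP and DsRed signals by fluorescent plate cytometry. Unstimulated transgenic mouse T cells received compound 60 min before antibody-bead stimulation, then incubated 18 h at 37 degrees C.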
# GLP1R ag = activates the human GLP-1 receptor | HEK293 GLP-1R CRE-luciferase, luminescence, 4-6 h; cells express a hypersensitive GLP-1R form | AID 624172 | 0.007% of 380,000 active | Potency, µM (doses to about 45.6 µM), for the others: at the highest dose activation, hits mostly activators | P43220; also: potency is read from the fitted curve at half-maximal effect; % of control where 0% means no effect
# WRN inhibitor = inhibitors of human WRN helicase; Q14191; WRN helicase unwinding, fluorescent forked duplex, kinetic; Potency, µM (titrated, usually from 114 µM), inactives show at the top dose activity change, negative = inhibition, actives largely listed as inhibitors; 0.46% of 360,000 active; AID 651768; also: potency is read from the fitted curve at half-maximal effect; % is scaled to controls: 0 for no effect and ±100 for the full control effect; nearly all actives have a fitted effect of over 55% in size
#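 Enzyme (20 nM final) and test compound sit together 15 min at room temperature before substrate addition. Substrate is a single-forked duplex oligonucleotide (100 nM) labelled with fluorophore and quencher, with 2 mM ATP; helicase unwinding raises red fluorescence, read kinetically.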
# D3 antag = antagonists of human D3 dopamine receptor. P35462. D3R cells, DiscoveRx beta-arrestin luminescence, antagonist mode; hits give low values. max response, negative = inhibition, %. 2.5% of 360,000 active. AID 652054; in the data active = max response below about -50%; inconclusive = no clear call, values can overlap the other calls; also: % is scaled to controls: 0 for no effect and ±100 for the full control effect; mostly tested at two doses, the higher about 12 µM
#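 Cells expressing the human receptor were seeded at 1500 cells/well, incubated overnight at 37 degrees C in 5% CO2, then exposed to library compounds with dopamine controls for 90 minutes at 37 degrees C before luminescent detection.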
# GLP1R cytotox = cytotoxicity counter-screen for GLP-1 receptor inverse agonists. Potency, µM (series often up to 38.3 µM), without a hit: at the top dose activity change, negative = inhibition, usual class: inhibitors. AID 624418. 0.13% of 410,000 active. HEK293 cAMP-luciferase reporter cells, luminescence, 24 h;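 also: loss of luciferase light is scored as toxicity; potency is read from the fitted curve at half-maximal effect; % is scaled to controls: 0 for no effect and ±100 for the full control effect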
#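 MLSMR compounds, 24 hr on cells at 37 deg C/5% CO2; luminescence after luciferase reagent (12 min RT). Inhibition counted as the undesired cytotoxic outcome.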
# * hit, by the source's call; ? = inconclusive; · = not tested or not shown; & = joins results of further samples; [ ] = another dose, or the depositor's remark. Unless noted, calls follow the shape of the dose curve; as a rule, active = well fitted curve in the direction sought with a large enough effect; inconclusive = small, poorly fitted or top-dose-only effect, or another doubt; inactive = no such curve, though single readings can be large; an effect the other way counts as inactive or inconclusive.
# The opening six records, ahead of the listing:
SMILES | D3 ag | PLK1 PBD inh | PI5P4Ka inh | GLP1R inv ag | IL2 activator | GLP1R ag | WRN inhibitor | D3 antag | GLP1R cytotox
Cc1cccnc1NC(=S)NC(=O)c1cccs1 | -1 | -1% | · | ? | 0.0 | -20% | -7% | -22 | ?
Cc1cc(N2CCN(c3cccc(C)c3C)CC2)n2nc(C)c(-c3ccc(Cl)cc3)c2n1 | 1 | · | · | 7% | · | -2% | · | · | 19%
CN(C)c1ccc(-c2cccc(C3CC=CC4C3C(=O)N(Cc3ccccc3)C4c3ccc(C(F)(F)F)cc3)c2)cc1 (stereo not drawn) | 1 | -14% | -7 | ? | 2.6 | -2% | 5% | 10 | 12%
CCc1ccc(C(=O)NNc2cc(Cl)cc(Cl)c2)cc1 | -3 | -16% | 4 | 1µM* | -0.7 | -1% | -4% | -28 | -24%
COc1ccccc1NC(=O)c1ccc(NC(=O)CNC(=O)c2ccc(OC)c(OC)c2)cc1 | 6 | 1% | 0 | 28% | -0.1 | 5% | 4% | 6 | -2%
O=C(CCC1CCCN(C2C3CC4CC(C3)CC2C4)C1)NCc1ccc(F)c(F)c1 (stereo not drawn) | -12 | 5% | -6 | ? | -0.6 | 0% | 5%[57.1 µM] | ? | -5%

# All compounds of this part, from the first entry:
SMILES | D3 ag | PLK1 PBD inh | PI5P4Ka inh | GLP1R inv ag | IL2 activator | GLP1R ag | WRN inhibitor | D3 antag | GLP1R cytotox
Cc1cccnc1NC(=S)NC(=O)c1cccs1 | -1 | -1% | · | ? | 0.0 | -20% | -7% | -22 | ?
Cc1cc(N2CCN(c3cccc(C)c3C)CC2)n2nc(C)c(-c3ccc(Cl)cc3)c2n1 | 1 | · | · | 7% | · | -2% | · | · | 19%
CN(C)c1ccc(-c2cccc(C3CC=CC4C3C(=O)N(Cc3ccccc3)C4c3ccc(C(F)(F)F)cc3)c2)cc1 (stereo not drawn) | 1 | -14% | -7 | ? | 2.6 | -2% | 5% | 10 | 12%
CCc1ccc(C(=O)NNc2cc(Cl)cc(Cl)c2)cc1 | -3 | -16% | 4 | 1µM* | -0.7 | -1% | -4% | -28 | -24%
COc1ccccc1NC(=O)c1ccc(NC(=O)CNC(=O)c2ccc(OC)c(OC)c2)cc1 | 6 | 1% | 0 | 28% | -0.1 | 5% | 4% | 6 | -2%
O=C(CCC1CCCN(C2C3CC4CC(C3)CC2C4)C1)NCc1ccc(F)c(F)c1 (stereo not drawn) | -12 | 5% | -6 | ? | -0.6 | 0% | 5%[57.1 µM] | ? | -5%
CCOc1c(Cl)cc(C(=O)NCCN2CCCCC2)cc1Cl | -52 | -4% | · | 0% | -0.9 | 11% | -4% | -73* | 3%
O=C(CCN1C(=O)/C(=C/c2cccs2)SC1=S)Nc1ccc(O)cc1 | 6 | 1% | -6 | -7% | 0.7 | 15% | 6% | 11 | -11%
Cc1nn2c3c(cnc2c1-c1ccccc1)C(=O)CCC3 | 4 | -1% | -1 | 2% | -3.1 | -5% | 9% | -13 | -1%
O=C1/C(=C\c2ccsc2)NC(=S)N1c1ccccc1 | -2 | -19% | 2 | 18% | -0.4 | 13% | 4% | -11 | ?
CCOc1ccc(Br)cc1CNCc1cccnc1 | -3 | -9% | 3 | -2% | -0.2 | -1% | 8% | -19 | 1%
O=C(COC(=O)C12CC3CC(CC(C3)C1)C2)NNC(=O)c1ccccc1 | 3 | 0% | -2 | 3% | -4.6 | 0% | -22% | -14 | 8%
COc1ccc(CNC(=O)CN2C(=O)NC(c3ccccc3)(c3ccccc3)C2=O)cc1 | -4 | -9% | -6 | ? | -3.2 | -2% | -14% | -16 | -1%
Cc1ccc(N2C(=O)[C@@H]3[C@H](C2=O)C2CCCN2[C@@H]3C(=O)c2ccccc2)cc1 (stereo partly drawn) | -3 | -15% | -11 | 166%[activator] | -0.9 | -8% | 0% | 16 | ?
COC(=O)/C=C1/SC(=Nc2ccc(C)cc2C)NC1=O | -6 | -15% | 7 | ? | -0.3 | -5% | -29% | -12 | -21%
CCC(=O)Nc1ccc(-c2csc(NNC(C)=O)n2)cc1 | -1 | -24% | 1 | 0% | -2.8 | 0% | -17%[57.1 µM] | 15 | -2%
COc1ccccc1N1CCN(C(=O)/C=C/c2ccco2)CC1 | 5 | -6% | -18 | 4% | 6.0 | ? | -20%[57.1 µM] | 10 | -14%
Cc1cccc(NC(=O)c2ccccc2NC(=O)C2CCCCC2)c1C | 1 | -10% | · | ? | -1.8 | -5% | -1% | -6 | -17%
CN(C(=O)c1ccc(NC(=O)Cc2ccc(NC(=O)C3CCCN(C(=O)C4CC4)C3)cc2)cc1)C1CC1 (stereo not drawn) | -8 | 3% | 7 | 1% | -0.2 | -4% | 3% | 12 | ?
CCOc1ccc2c(c1)C(C)=CC(C)(C)N2C(=O)Nc1ccccc1F | -1 | -12% | -3 | 0% | 2.8 | -1% | -1% | -1 | -4%
COCCNC(=O)C1(C)CCCN(CCOc2ccc(Cl)cc2)C1 (stereo not drawn) | -6 | -9% | 5 | 24% | -0.2 | 32% | -5% | -55* | 6%
COc1ccccc1CCC(=O)N(Cc1ccccc1)c1c(N)n(Cc2ccccc2)c(=O)[nH]c1=O | -6 | -4% | 2 | ? | -1.3 | -10% | -32% | -17 | 9%
CCOc1ccc2nc(SCC(=O)NC3CCS(=O)(=O)C3)[nH]c2c1 (stereo not drawn) | 2 | 2% | 4 | 1% | -0.5 | -4% | -7% | 17 | -10%
CC1C/C(=N/NC(=O)c2ccc(CSc3nc4ccccc4[nH]3)cc2)CC(C)(C)C1 (stereo not drawn) | -7 | -9% | -7 | -8% | -3.0 | 14% | -15% | ? | 15%
CCN1C(=O)[C@H]2[C@@H](c3ccc(C(F)(F)F)cc3)N[C@]3(CCCN(Cc4ccc(C(F)(F)F)cc4)C3=O)[C@H]2C1=O | -10 | -10% | -9 | ? | -3.1 | 18% | 10% | -20 | 2%
CC12CCC(=O)N1C(C(=O)Nc1nnc(SCc3ccc(F)cc3)s1)CS2 (stereo not drawn) | -2 | -21% | -5 | -19% | -0.2 | 0% | -1% | -11 | 2%
CC(C)(C)c1ccc(/C=C/C(=O)NCCCN2CCOCC2)cc1 | 3 | -13% | 12 | ? | 0.3 | 10% | -6% | 14 | 3%
COc1ccc(OCC#CCNC(C)(C)C)cc1 | -4 | -10% | 1 | -16% | 1.0 | -10% | 4% | -69* | -10%
COc1cccc(N2CCN(Cc3nc(N)nc(Nc4ccccc4)n3)CC2)c1 | -7 | -3% | 10 | 0% | -0.3 | -7% | -2% | ? | -43%
CS(=O)(=O)N(CCc1ccccc1)CC(=O)N1CCCCCC1 | -5 | -3% | -6 | 0% | -3.0 | -7% | 8% | 13 | 4%
CCC(Oc1ccccc1)C(=O)Nc1nnc(C(F)(F)F)s1 (stereo not drawn) | -3 | -2% | 1 | -25% | 0.2 | 12% | -6% | -6 | 0%
Cc1cc(Br)cc2c1N(C)C(=O)C2(c1ccc(O)cc1)c1ccc(O)cc1 | -12 | 4% | 2 | ? | 0.4 | 1% | -2% | -1 | ?
Cn1c(CC(=O)Nc2ccccc2F)nnc1SCC(=O)N1CCOCC1 | 9 | 0% | 5 | 12% | 0.0 | -7% | -17% | 8 | -2%
CSc1ccccc1C(=O)N1CCC2(CC1)CC(=O)c1ccccc1O2 | 14 | -7% | 2 | 1% | -1.6 | -3% | -2% | -4 | 20%
O=C(O)CSc1ccn(Cc2ccccc2)c1 | 10 | -1% | 0 | 7% | -0.7 | -2% | -1% | -2 | -28%
CCCCn1c(N)c(N(CCOC)C(=O)COC(=O)c2cc(CCC)c(C)s2)c(=O)[nH]c1=O | 4 | -1% | -1 | -19% | -3.8 | 9% | 2% | -3 | -5%
O=C(COc1ncnc2ccccc12)c1ccc(Cl)cc1 | -9 | -8% | -1 | -13% | -0.5 | 16% | 4% | -21 | -2%
CCOc1ccccc1C(=O)Nc1nnc(COC)s1 | 6&3 | -8% | -8 | 25%&21% | -0.6 | 1% | -4% | 17 | 1%&-17%
CC1=C(C(=O)N2CCCC(CCC(=O)NCc3ccccc3F)C2)OCCO1 (stereo not drawn) | 20 | 1% | -3 | 27% | -1.9 | 6% | -2% | 16 | 0%
COc1ccc(C(C)(O)c2nc(-c3ccc(Cl)cc3)cs2)cc1 (stereo not drawn) | 1 | 8% | 29 | ? | -0.8 | -1% | -12% | 4 | -22%
CN1CCN(NC(=O)C2CC2)CC1 | -21 | -1% | 4 | 2% | -3.0 | -4% | 8% | 20 | -5%
O=S(=O)(c1ccccc1)c1nc(-c2ccccc2)oc1NCc1cccnc1 | -2 | -10% | 5 | 12% | 0.1 | 10% | -5% | 2 | 16%
CCOC(=O)C1(CCCc2ccccc2)CCN(C(=O)Cc2nonc2C)CC1 | 6 | -1% | 9 | 11µM* | -2.6 | -7% | 6% | 0 | -9%
O=C(NCc1ccccc1)c1ccc2c(c1)OCCO2 | 5 | -6% | 3 | -24% | 0.5 | 0% | 1% | 6 | -10%
O=C(COc1cccnc1[N+](=O)[O-])N1CCc2ccccc2C1 | 1 | -3% | -11 | -3% | -0.2 | 9% | 9% | 0 | -7%
CC(C)CNC(=O)C1(C)CCCN1C(=O)c1cccnc1 (stereo not drawn) | -3 | 4% | 0 | -14% | -0.7 | -1% | 0% | ? | 3%
CSCC[C@@H](C(=O)Nc1ccc2c(c1)OCCO2)N1Cc2ccccc2C1=O | -3 | -19% | 2 | 3% | -1.3 | 13% | 0% | 0 | -18%
O=C(COc1ccc(-n2cnnn2)cc1)NC1CCCCC1 | -7 | -4% | · | 32%[activator] | -1.6 | -3% | -1% | -65* | 8%
CCc1c(C)nc2c(-c3ccccc3)c(-c3ccccc3)[nH]n2c1=O | -1 | -1% | -5 | 9% | -3.6 | -4% | -6% | -1 | 31%[activator]

# Screens: PubChem, National Center for Advancing Translational Sciences (NCATS)
